Vif-A3F inh: qHTS for Inhibitors of Vif-A3F Interactions: qHTS. HeLa A3F-eYFP + Vif (tagged APOBEC3F with the HIV-1 protein that degrades it), YFP fluorescence increase. Potency, µM (titrated, usually from 46.1 µM), without a hit: top-dose activity, negative = active. 0.2% of 390,000 active; note: % of control where 0% means no effect; nearly all actives have a fitted effect of over 65% in size
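Fluorescence increase (Ex 488/Em 500-530) after overnight compound treatment at 37 deg C flags inhibition of Vif-driven A3F-eYFP loss in stable HeLa A3F-eYFP/Vif cells seeded overnight beforehand.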
RXFP1 ag: qHTS Assay for Agonists of the Relaxin Receptor RXFP1. AID 2676, 2010. HEK293T-RXFP1 cAMP TR-FRET, 30 min; response scale: percent of porcine relaxin response, buffer zero. Potency, µM (highest dose often 57.5 µM), for the others: top-dose activation, usual class: activators. Relaxin receptor 1 (Homo sapiens), Q9HBX9. 0.3% of 370,000 active; note: % is set by controls: 0 for no effect and ±100 for the full control effect; nearly all actives have a fitted effect of over 60% in size; many of its hits are not listed in these tables
Target sequence (Q9HBX9 whole entry, looked up): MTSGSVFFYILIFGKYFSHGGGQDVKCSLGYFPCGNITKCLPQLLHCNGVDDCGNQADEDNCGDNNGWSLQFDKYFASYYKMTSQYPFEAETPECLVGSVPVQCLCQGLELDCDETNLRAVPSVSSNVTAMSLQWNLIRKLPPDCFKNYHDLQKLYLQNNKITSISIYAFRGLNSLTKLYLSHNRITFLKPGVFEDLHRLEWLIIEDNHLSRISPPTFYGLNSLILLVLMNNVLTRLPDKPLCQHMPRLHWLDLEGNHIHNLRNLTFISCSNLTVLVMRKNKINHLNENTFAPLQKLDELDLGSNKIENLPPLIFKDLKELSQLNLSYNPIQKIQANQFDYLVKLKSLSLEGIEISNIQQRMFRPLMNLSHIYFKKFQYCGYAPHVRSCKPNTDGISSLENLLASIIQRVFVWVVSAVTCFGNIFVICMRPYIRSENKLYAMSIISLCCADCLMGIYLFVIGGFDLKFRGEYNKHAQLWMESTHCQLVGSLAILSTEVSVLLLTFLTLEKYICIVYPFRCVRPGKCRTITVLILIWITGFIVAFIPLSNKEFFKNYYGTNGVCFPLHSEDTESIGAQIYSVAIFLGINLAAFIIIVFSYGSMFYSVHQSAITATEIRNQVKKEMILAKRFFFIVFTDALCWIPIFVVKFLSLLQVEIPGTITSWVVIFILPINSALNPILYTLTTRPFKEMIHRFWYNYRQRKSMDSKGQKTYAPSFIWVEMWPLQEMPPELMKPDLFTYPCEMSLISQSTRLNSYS
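HEK293T cells stably expressing RXFP1 were pretreated with the PDE4 inhibitor Ro 20174, exposed to compounds for 30 min at 37C, lysed, and cAMP was read by TR-FRET. Data normalized to buffer (basal) and 29 nM porcine relaxin (100%).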
12-LOX inh: Primary qHTS assay for inhibitors of human arachidonate 12S-lipoxygenase (ALOX12): Round 2; Polyunsaturated fatty acid lipoxygenase ALOX12 (Homo sapiens), P18054; purified 12hLO, xylenol orange hydroperoxide absorbance; Potency, µM (top dose mostly 108 µM), without a hit: at the top dose activity change, negative = inhibition, usual class: inhibitors; 1.1% of 580,000 active; AID 1671190, 2021; note: % is set by controls: 0 for no effect and ±100 for the full control effect
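Purified human 12hLO at 150 nM in 25 mM Hepes, 0.01% Triton X-100, pH 7.0, preincubated 15 min at room temperature with compound. Reaction started with 40 uM arachidonic acid, 30 min at room temperature. Hydroperoxide measured by Fe-xylenol orange, 573/405 nm absorbance ratio.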
TrxR1 inh: qHTS Assay for Inhibitors of Mammalian Selenoprotein Thioredoxin Reductase 1 (TrxR1): qHTS; 1% of 390,000 active; recombinant rTrxR1, NADPH fluorescence consumption, selenite substrate; Potency, µM (titrated, usually from 114 µM), for the others: at the top dose activity change, negative = inhibition, usual class: inhibitors; note: % is set by controls: 0 for no effect and ±100 for the full control effect; nearly all actives have a fitted effect of over 65% in size
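Rat TrxR1 (90 nM in the dispensed reagent) was pre-reduced with 400 uM NADPH for 5 min at room temperature, then incubated with compound for 15 min. After 400 uM selenite was added, NADPH fluorescence (Ex 340/Em 450 nm) was followed for 8 min.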
TrxR1 substrate: qHTS Assay for Substrates of Mammalian Selenoprotein Thioredoxin Reductase 1 (TrxR1): qHTS; Thioredoxin reductase 1, cytoplasmic (Rattus norvegicus), O89049; purified TrxR1 substrate turnover, NADPH consumption readout; Potency, µM (highest dose often 114 µM), for inactives: at the top dose activity change, negative = substrate turnover; 0.01% of 390,000 active; AID 588456, 2011; note: % is set by controls: 0 for no effect and ±100 for the full control effect; nearly all actives have a fitted effect of over 50% in size
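Rat TrxR1, dispensed at 90 nM, was prereduced with 400 uM NADPH (final) for 5 min at ~22 deg C, then incubated with compound 15 min before 400 uM selenite. A first-read NADPH fluorescence drop versus no-compound background flagged substrates.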
RGS4 inhibitor: Inhibitors of Regulator of G Protein Signaling (RGS) 4: qHTS. Regulator of G-protein signaling 4 (Homo sapiens), P49798. Transcreener GDP fluorescence polarization, RGS4-accelerated GTP hydrolysis. Potency, µM (titrated, usually from 114 µM), for inactives: top-dose activity change, negative = inhibition, usual class: inhibitors. 0.039% of 390,000 active. AID 504845, 2011; note: % is set by controls: 0 for no effect and ±100 for the full control effect; nearly all actives have a fitted effect of over 75% in size; some results filed as inactive show a strong effect at the top dose
Target sequence (P49798 whole entry, looked up): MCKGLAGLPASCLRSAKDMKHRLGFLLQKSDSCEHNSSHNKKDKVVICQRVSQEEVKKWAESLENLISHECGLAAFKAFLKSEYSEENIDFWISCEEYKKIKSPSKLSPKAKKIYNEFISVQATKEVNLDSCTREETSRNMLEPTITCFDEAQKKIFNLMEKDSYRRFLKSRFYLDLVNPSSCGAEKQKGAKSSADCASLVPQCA
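MLSMR compounds (23 nl, pin-transferred) preincubated 10 min at room temperature with a 500nM (2x) first reagent, then RGS4 at 900nM (2x) plus Transcreener GDP mix added; fluorescence polarization (620/688 nm) read before and after 90 min at 30 °C.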
IDH1 R132H inh: qHTS for Inhibitors of mutant isocitrate dehydrogenase 1 (IDH1): qHTS. Isocitrate dehydrogenase [NADP] cytoplasmic (Homo sapiens), O75874. IDH1-R132H enzyme, NADPH consumption, diaphorase/resazurin fluorescence. Potency, µM (top dose mostly 76.6 µM), for the others: at the top dose activity change, negative = inhibition, most hits filed as inhibitors. 0.093% of 390,000 active. AID 602179, 2012; note: % is set by controls: 0 for no effect and ±100 for the full control effect; nearly all actives have a fitted effect of over 65% in size
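IDH1-R132H (0.5 ug/mL dispensed) in pH 7.5 Tris buffer was preincubated 30 min with compound, then given a substrate mix of 0.016 mM NADPH and 2 mM alpha-KG for 80 min at room temperature; remaining NADPH was read by diaphorase/resazurin fluorescence.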
USP1-UAF1 inh: Inhibitors of USP1/UAF1: Primary Screen; Ubiquitin carboxyl-terminal hydrolase 1 (Homo sapiens), O94782; recombinant USP1/UAF1, Ub-Rhodamine cleavage fluorescence; AID 743255, 2014; 0.23% of 390,000 active; Potency, µM (series often up to 57.1 µM), for the others: at the highest dose activity change, negative = inhibition, usual class: inhibitors; note: % is set by controls: 0 for no effect and ±100 for the full control effect; nearly all actives have a fitted effect of over 60% in size; inactives centre near -12
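1 nM enzyme complex + cpd, 15 min RT; start with Ub-Rho 150nM final; kinetic fluorescence ex 480/em 540, 6 reads q60 s. Buffer 50mM HEPES pH 7.8, 0.5mM EDTA, 0.1 mg/ml BSA, 1mM TCEP, 0.01% Tween-20.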
Vif-A3G inh: qHTS for Inhibitors of Vif-A3G Interactions: qHTS | DNA dC->dU-editing enzyme APOBEC-3G (Homo sapiens), Q9HC16 | HeLa A3G-eYFP + Vif (tagged APOBEC3G with the HIV-1 protein that degrades it), YFP fluorescence, overnight | Potency, µM (series often up to 46.1 µM), for inactives: at the highest dose activity, negative = active, actives largely listed as inhibitors | 0.076% of 410,000 active | AID 602310, 2012;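 note: % is set by controls: 0 for no effect and ±100 for the full control effect; nearly all actives have a fitted effect of over 60% in size; hits raise eYFP signal because A3G escapes Vif-driven loss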
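HeLa cells stably expressing Vif and C-terminally eYFP-tagged A3G, seeded overnight at 37 deg C, then exposed to compound by pintool overnight at 37 deg C. Rise in yellow fluorescence (Ex 488/Em 500-530, Acumen) marks blocked Vif-driven A3G degradation.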
Numbers without * were called inactive; ? = inconclusive; nt = not tested or not shown; [ ] = dose if it differs, or a comment. Calls come from the whole dose curve; as a rule, active = well fitted curve in the direction sought with a large enough effect; inconclusive = small, poorly fitted or top-dose-only effect, or another doubt; inactive = no such curve, though single readings can be large; an effect the other way counts as inactive or inconclusive. Potency is the fitted concentration of half-maximal effect.

SMILES	Vif-A3F inh	RXFP1 ag	12-LOX inh	TrxR1 inh	TrxR1 substrate	RGS4 inhibitor	IDH1 R132H inh	USP1-UAF1 inh	Vif-A3G inh
COc1ccccc1CNC(=O)c1csc(Cc2ccc(Cl)cc2)n1	-13%	0.6%	4%	14%[57.1 µM]	12%	-5%	7%	-20%	-8%
CC(=O)Nc1ccc(S(=O)(=O)NCCNc2ccccc2[N+](=O)[O-])cc1	4%	-0.8%	-8%	-18%	-16%	15%	-2%	-7%	1%
O=C(OCC(=O)N1CCCCCC1)c1n[nH]c(=O)c2ccccc12	-8%	2.2%	0%[57.4 µM]	-2%	-5%	5%	-5%	4%	1%
C=C1CCC2[C@](C)(CO[C@@H]3O[C@H](CO)[C@@H](O)[C@H](O)[C@H]3O)CCC[C@@]2(C)[C@@H]1CCC1=CCOC1=O (stereo not given in full)	-4%	-0.4%	-10%	7%[57.1 µM]	9%[57.1 µM]	21%	1%	-18%	-5%
CC(C)CN(C(=O)COC(=O)COc1ccc2c(c1)CCC2)c1c(N)n(Cc2ccccc2)c(=O)[nH]c1=O	?	1.2%	-27%	3%	-6%	4%	0%	-16%	-8%
O=C(Nc1ccc(N2CCOCC2)c(Cl)c1)c1ccc(-n2cnnc2)cc1Cl	3%	1.0%	1%	7%	1%	-32%	11%	-13%	0%
NC(=O)C1CCN(C(=O)c2ccc(NS(=O)(=O)c3ccc(F)c(F)c3)cc2)CC1	-16%	0.0%	25%	10%	-1%	-8%	0%	-9%	1%
Cc1ccccc1-c1nc(CN2CCC(C(=O)NCCN3CCOCC3)CC2)c(C)o1	-11%	-2.5%	-1%	10%	1%	29%[11.4 µM]	0%	-13%	-4%
CCOC(=O)C(C)n1cnc2c1c(=O)[nH]c(=O)n2C (stereo not given)	-1%	-1.6%	-13%	17%	-4%	-18%	0%	4%	-1%
CSc1nnc(Cn2c(=O)sc3ccccc32)n1C	1%	-1.1%	273%[activator]	14%[57.1 µM]	10%[57.1 µM]	-13%	-13%	-11%	-1%
O=C(CSc1ccc(Br)cc1)Nc1ccccc1N1CCOCC1	1%	-0.3%	-26%	53%[activator]	11%	-4%	-2%	-20%	6%
CC(C)c1ccc(OCC(=O)NCc2ccco2)cc1	-17%	1.3%	0%	3%[57.1 µM]	-4%	3%	5%	-2%	2%
CN1C(=O)[C@@H]2[C@@H]3C[C@@H]([C@H]4ON=C(c5ccc(Cl)cc5Cl)[C@@H]34)[C@@H]2C1=O	-9%	0.5%	3%	-12%	-12%	37%	2%	-3%	2%
Cc1cccc(N2CCN(C(=O)CN3C(=O)COc4ccc(S(=O)(=O)N5CCCC5)cc43)CC2C)c1 (stereo not given)	8%	4.0%	-4%	-4%	-7%	-9%	1%	-16%	0%
CC(=O)c1cccc(NC(=O)c2cc(-c3ccco3)on2)c1	-12%	3.6%	10%	-4%	-4%	6%	4%	-19%	-2%
Cc1noc(C)c1S(=O)(=O)N(C)C[C@H]1Oc2ccc(NC(=O)C3CC3)cc2C(=O)N([C@H](C)CO)C[C@@H]1C	0%	nt	0%	9%	8%	-5%	11%	-2%	-6%
CC1CCCCC12NC(=O)N(CC(=O)NCCc1c[nH]c3ccccc13)C2=O (stereo not given)	0%	0.9%	3%	22%	-1%	-8%	-2%	-9%	1%
O=C(NC1CCCC1)[C@@H]1CSC2c3ccccc3C(=O)N21 (stereo not given in full)	-5%	-0.2%	0%	35%	6%	-10%	7%	-20%	0%
COc1ccc(S(=O)(=O)N(Cc2cccnc2)Cc2cc3ccccc3[nH]c2=O)cc1	5%	1.4%	1%	9%[57.1 µM]	-15%[57.1 µM]	-47%[56.9 µM]	6%	-14%	-2%
CCOC(=O)C1=C(C)NC(SCC(=O)O)=C(C#N)C1c1ccco1 (stereo not given)	6%	-1.0%	0%	?	-2%	-2%	-3%	-9%	0%

3 entries out of the list above, arranged by the value under IDH1 R132H inh, falling:
compound	IDH1 R132H inh
Cc1noc(C)c1S(=O)(=O)N(C)C[C@H]1Oc2ccc(NC(=O)C3CC3)cc2C(=O)N([C@H](C)CO)C[C@@H]1C	11%
CN1C(=O)[C@@H]2[C@@H]3C[C@@H]([C@H]4ON=C(c5ccc(Cl)cc5Cl)[C@@H]34)[C@@H]2C1=O	2%
CC1CCCCC12NC(=O)N(CC(=O)NCCc1c[nH]c3ccccc13)C2=O (stereo not given)	-2%

Next part.
SMILES	Vif-A3F inh	RXFP1 ag	12-LOX inh	TrxR1 inh	TrxR1 substrate	RGS4 inhibitor	IDH1 R132H inh	USP1-UAF1 inh	Vif-A3G inh
COCCN(CCOC)S(=O)(=O)c1ccc(C(=O)Nc2c(C)n(C)n(-c3ccccc3)c2=O)cc1	19%	-0.4%	14%	19%	-3%[0.0914 µM]	9%	3%	-12%	0%
CSc1ccccc1C(=O)C1CCCN(C(=O)NC(C)C)C1 (stereo not given)	24%	-3.9%	0%	28%	3%	1%	0%	-19%	4%
O=C(O)c1ccccc1C(=O)N1CCN(S(=O)(=O)c2cccc(C(F)(F)F)c2)CC1	-21%	nt	0%	10%	6%	11%	-8%	?	-4%
O=C(NCCN1CCOCC1)C(=O)c1c[nH]c2ccccc12	-10%	2.1%	-16%	20%[57.1 µM]	3%[57.1 µM]	-38%	1%	-16%	-3%
O=C(COC(=O)c1cc(Br)ccc1O)NC1CCCCCC1	5%	4.6%	19%	13%	5%	-6%	5%	-14%	-2%
CCC1=C(OC(=O)N(CC)CC)N2C(=O)OC(=NCC3CC3)[C@]2(C)[C@H]2C1=CC[C@H]1C(=O)N(C)C(=O)[C@H]12	-7%	-2.1%	-2%	8%	2%	-11%	10%	-28%	0%
COc1ccc(NC(=O)COC(=O)c2cc(OC)c(OC)c(OC)c2)c([N+](=O)[O-])c1	-8%	5.9%	16%	11%	-1%	7%[11.4 µM]	-8%	-2%	-1%
Cc1cc(C)c(C(=O)N2CCC(N3CCC(C(=O)NC(C)C)CC3)CC2)o1	-12%	0.0%	5%	1%	0%	29%	1%	-2%	1%
O=C(O)c1ccc(S(=O)(=O)Nc2cccc(CP(=O)(c3ccccc3)c3ccccc3)c2)cc1	-2%	0.4%	7%	-5%	-7%	26%	-7%	-4%	-9%
COc1cccc(/C=N/NC(=O)c2cc3c(OC)cccc3[nH]2)c1O	0%	2.2%	-18%	6%	-3%	-46%	-2%	-22%	-7%

The closing 2 compounds of the section before are carried over, then new ones follow.
SMILES	Vif-A3F inh	RXFP1 ag	12-LOX inh	TrxR1 inh	TrxR1 substrate	RGS4 inhibitor	IDH1 R132H inh	USP1-UAF1 inh	Vif-A3G inh
O=C(O)c1ccc(S(=O)(=O)Nc2cccc(CP(=O)(c3ccccc3)c3ccccc3)c2)cc1	-2%	0.4%	7%	-5%	-7%	26%	-7%	-4%	-9%
COc1cccc(/C=N/NC(=O)c2cc3c(OC)cccc3[nH]2)c1O	0%	2.2%	-18%	6%	-3%	-46%	-2%	-22%	-7%
Cc1cc(OCC(=O)N(Cc2ccco2)C2CCS(=O)(=O)C2)ccc1Cl (stereo not given)	12%	1.3%	0%	0%	-3%	-7%	13%	-22%	-5%
O=C(Nc1cccc(F)c1)c1cc(S(=O)(=O)N2CCOCC2)cs1	-14%	-0.2%	0%	4%[57.1 µM]	5%[57.1 µM]	-43%	3%	-13%	-7%
Cc1ccc(S(=O)(=O)N(CC(=O)N2CCOCC2)CC(=O)N2CCOCC2)cc1	-3%	0.3%	-5%	20%[57.1 µM]	9%[57.1 µM]	13%	2%	-21%	-8%
Cc1ccc(CCNC(=O)c2ccc3nc4ccccc4c(=O)n3c2)cc1	-2%	-0.6%	5%	15%	30%	9%	-1%	-15%	-4%
CCCC(=O)Nc1nnc(-c2ccccc2)o1	-3%	0.5%	-2%	42%[activator]	10%	1%	14%	-19%	3%
COc1ccc(OC)c(Nc2nc(-c3sc(NC(=O)CC(C)C)nc3C)cs2)c1	1%	3.1%	?	11%	7%	-5%	-7%	-29%	-14%
COc1cc(/C=C2\SC(=S)N(NC(=O)c3ccccc3O)C2=O)ccc1O	11µM*	3.9%	-28%	3%	-10%	-45%[56.9 µM]	?	?	-10%
COc1ccc(C(OC(=O)c2c(C)noc2C)C(=O)NC2CCCC2)cc1 (stereo not given)	-16%	1.5%	6%	-4%	-6%	8%	2%	-20%	1%

Only part of the results is shown (hit frequency here may not be typical).
